# High-throughput results (PubChem)
# MITF TRPM1 inh: inhibitors of MITF-driven TRPM1 promoter in melanoma cells; 0.83% of 330,000 active; SK-MEL-5 TRPM1 promoter luciferase, 24 h; inhibition, % at 12.5 µM; AID 488899;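 active means mean inhibition across replicates of 60% or more, whatever share of single replicates reaches that level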; further: values of inactives mirror those of a sister screen read the other way
# C8 TRAIL sens: caspase-8 TRAIL sensitization | NB7+C8 cells + TRAIL, ATPlite viability luminescence | 1% of 360,000 active | AID 624354 | inhibition (viability loss, TRAIL sensitization), % at 10 µM;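 active means compounds causing at least 50% loss of cell viability in the single-dose screen, relative to plate controls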
# EBV LMP1 NFkB: Epstein-Barr LMP1 NF-kappaB reporter inhibition; LMP1-induced NF-kappaB luciferase reporter cells, luminescence; inhibition, % at 12.5 µM; 0.69% of 350,000 active; in the data active means inhibition above about 41%;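 further: 0% = neutral control wells and 100% = reference inhibitor control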
# NR2E3 ag-1: activates human NR2E3 receptor; AID 602229; inhibition of corepressor binding, % at 3.98 µM; 0.35% of 360,000 active; CHO-S Gal4-NCOR/VP16-NR2E3 two-hybrid, luciferase;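 active means inhibition above the mean of all tested compounds plus 3 SD, cut at about 70% in these data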;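 further: 0% = DMSO with NR2E3 transfected cells and 100% = cells lacking NR2E3 construct; higher means lower luciferase signal from less NR2E3 corepressor binding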
# Target sequence (Q9Y5X4 whole entry, looked up, the tested form may be a part): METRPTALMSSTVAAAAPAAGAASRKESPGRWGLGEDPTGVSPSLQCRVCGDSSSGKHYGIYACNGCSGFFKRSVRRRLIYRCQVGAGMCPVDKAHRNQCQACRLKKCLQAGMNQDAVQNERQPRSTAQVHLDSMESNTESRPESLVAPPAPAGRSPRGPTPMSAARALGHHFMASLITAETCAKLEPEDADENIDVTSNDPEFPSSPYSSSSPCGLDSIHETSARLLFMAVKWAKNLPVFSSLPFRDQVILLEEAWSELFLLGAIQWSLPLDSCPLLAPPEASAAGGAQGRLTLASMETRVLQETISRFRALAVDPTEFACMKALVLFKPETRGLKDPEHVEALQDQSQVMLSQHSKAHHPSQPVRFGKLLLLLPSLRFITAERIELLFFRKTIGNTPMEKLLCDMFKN
# CF NFkB inh: cystic fibrosis NF-kB activation inhibition; 0.86% of 360,000 active; inhibition, % at 5 µM; AID 588850; KKLEB NF-kB-GFP reporter, PAF-induced, GFP fluorescence overnight;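 active means at least 50% inhibition at 5 µM, scaled per plate between neutral and stimulator controls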;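 further: PAF is a Pseudomonas aeruginosa culture filtrate used as stimulus; plate controls were PAF-stimulated DMSO wells for no effect and unstimulated DMSO wells for full effect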
# Shn3 3UTR inh: inhibitors of Schnurri-3 3'UTR reporter in osteoblasts; 0.52% of 360,000 active; Clone20 osteoblast Shn3 3'UTR firefly luciferase, 24 h; inhibition, % at 12.5 µM;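 active means mean inhibition of at least 75% with every replicate also reaching 75%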;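 further: 0% = median of neutral control wells and 100% = pilot-screen positive control compound; some compounds past the cut are filed as inactive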
# HIF-2a block: inhibitors of HIF-2a; 786-0 RCC cells HIF-2a reporter, luciferase luminescence, overnight; inhibition, % at 18.8 µM; 0.72% of 360,000 active; AID 624352;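 active means inhibition of the luminescence signal of 40% or more relative to plate controls, in a single-dose primary screen at 18.75 µM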
# iPSC survival up: increases survival of single human iPS cells; hiPSC single-cell survival, ATPlite luminescence; 100% = ROCK inhibitor wells, 0% = DMSO; survival enhancement, % at 20 µM; 0.044% of 360,000 active; in the data active means survival enhancement above about 18%;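 further: cells exposed to compounds for 16 hours before the ATP read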
# KKLEB cytotox: reduces viability of KKLEB cystic fibrosis airway cells. KKLEB CF airway cells viability, ATPlite luminescence, overnight; hits give low values; cells stimulated with P. aeruginosa culture filtrate. 0.36% of 360,000 active. activity change (cytotoxicity), % at 5 µM;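 active means corrected activity change at or below -50% at 5 µM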
# Peg3 promoter: reduces Peg3 promoter-driven luciferase expression in HeLa | AID 588405 | HeLa PEG-Prom luciferase reporter, luminescence, overnight | inhibition, % at 20 µM | 1.7% of 360,000 active;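 active means inhibition of at least 50% at 20 µM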
# NR2E3 ag-2: activates human photoreceptor nuclear receptor NR2E3. GST-NR2E3/biotin-RetCOR TR-FRET, 1536-well. 0.12% of 320,000 active. inhibition of corepressor binding, % at 4.78 µM. AID 2300. Q9Y5X4;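 active means percent inhibition above the cutoff of mean plus 3 SD of all tested compounds, set per screening campaign, cut at about 20% in these data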;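 further: 0% = DMSO wells and 100% = biotin wells as full block of FRET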
#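 Material: NR2E3–RetCOR corepressor complex / Amount: 1.35 nM GST-NR2E3 / Medium: Tris pH 7.5 / Compound: single nominal compound dose of 4.8 µM / Incubation: 5 h at 4 °C / Technique: TR-FRET, Eu(K)-anti-GST donor, streptavidin-D2 acceptor, ex 340, em 617/671 nm / Read-out basis: percent loss of FRET ratio relative to control wells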
# Starred values were filed as active, the others as inactive; i = inactive; x = no result given. These rows are one share of the data; count on the stated rates, not on these rows.
SMILES,MITF TRPM1 inh,C8 TRAIL sens,EBV LMP1 NFkB,NR2E3 ag-1,CF NFkB inh,Shn3 3UTR inh,HIF-2a block,iPSC survival up,KKLEB cytotox,Peg3 promoter,NR2E3 ag-2
CC(=O)Cc1nsc(NC(=O)c2cccs2)n1,-4,-1,-7,-13,1,-1,-31,0.2,3,-18,2
O=c1c2ccccc2nc2sc(Nc3ccc(F)cc3)nn12,-58,23,-46,-57,-56,-132,-233,-3.0,4,-265,3
O=C(O)c1c(F)c(F)cc2ccccc12,-12,-4,-3,-6,-13,-17,17,-0.5,2,5,1
N#Cc1ccc(OCC(=O)Nc2cc(S(=O)(=O)N3CCOCC3)ccc2N2CCOCC2)cc1,15,2,-10,-1,6,-4,8,0.1,0,9,-1
COc1ccc(N(C(=O)c2ccncc2)S(=O)(=O)c2ccccc2)cc1,-11,-2,11,0,30,6,15,-0.2,-19,4,2
CCCCCCc1cc2cc(-c3nnc(-c4ccccc4OC)o3)c(=O)oc2cc1O,-2,39,14,-2,-30,7,-8,-0.8,-38,11,-3
CCn1c(COc2ccc3c(c2)CCCC3)nnc1SCC(=O)Nc1nccs1,-20,-6,-16,-13,7,8,2,-1.1,21,9,-2
Cc1cc2oc(C(=O)NCc3ccncc3)c(C)c2cc1C,-1,3,-8,-3,3,13,-32,-0.2,-4,1,2
Cc1ccc(SCC(=O)N(C)CC(=O)Nc2cccc(F)c2)c(C)c1,-4,5,-2,9,6,1,-24,0.4,-20,-9,2
COC(=O)c1ccc(C)c(NC(=O)c2ccc(CN3CCc4ccccc4C3)cc2)c1,7,1,23,-1,-15,11,-13,0.7,-2,9,-3
Oc1[nH]c2ccccc2c1OCc1ccncc1,-2,5,7,-14,-18,-8,18,-0.9,-1,1,2
COc1ccc(Cl)cc1N(CC(=O)NC1CC2CCC1C2)S(=O)(=O)c1ccccc1 (stereo not given),5,6,0,-25,-6,25,26,-0.5,4,16,-2
COc1ccc(C(=O)N2CCN(c3ccccc3)CC2)cc1S(=O)(=O)NC1CC1,-41,3,-9,-28,1,-33,-94,0.4,-2,-72,x
COc1cccc2cc(C(C)N(CCCN3CCOCC3)C(=S)Nc3ccc(C)cc3)oc12 (stereo not given),6,15,5,-12,17,11,3,-0.1,-9,-3,1
COc1ccc(C(=O)OCC(=O)c2cc(C)n(CC3CCCO3)c2C)cc1[N+](=O)[O-] (stereo not given),-14,8,13,0,-10,1,-19,0.4,-2,-44,3
O=C(NC1CCCC1)C(c1ccncc1)N(Cc1ccccc1)C(=O)Cc1cccs1 (stereo not given),5,-1,1,-13,-2,-2,13,-1.7,-7,-1,-2
Cc1ccc(S(=O)(=O)Nc2c(C)ccc3nsnc23)cc1,8,-15,1,12,4,14,22,3.9,9,23,-1
CCn1c(CCCNC(=O)c2cccs2)nc2ccccc21,3,4,-4,-12,-1,9,12,1.3,9,3,1
COC(=O)C1=C(C)N(CCCC(=O)O)C(=O)NC1c1cccc(OC)c1 (stereo not given),-6,-10,-7,-28,-6,-8,9,0.9,6,-2,1
Cc1cccc(Nc2nnc(SCC(=O)Nc3ncc(C(F)(F)F)cc3Cl)s2)c1C,-14,-12,-1,15,-11,17,11,-0.7,14,-5,-2
O=C1CCn2nc(-c3ccc(Cl)cc3)cc2N1,-25,0,-7,-109,8,-77,-270,1.4,-14,-179,1
COc1ccc(/C=N/n2c(COc3ccccc3)n[nH]c2=S)cc1OC,-6,-6,6,-15,6,19,-3,-0.5,-12,2,1
N#CCC(=O)Nc1ccc(C(=O)OCC(=O)NC(=O)NCc2ccco2)cc1,11,7,1,-9,-2,-1,-25,-2.3,27,-51,x
COCCN(CC1CCCN(C2Cc3ccccc3C2)C1)C(=O)c1cccs1 (stereo not given),1,6,-14,-60,-8,5,-81,-0.2,-3,-113,-3

# The final 2 compounds of the section above lead into the next.
SMILES,MITF TRPM1 inh,C8 TRAIL sens,EBV LMP1 NFkB,NR2E3 ag-1,CF NFkB inh,Shn3 3UTR inh,HIF-2a block,iPSC survival up,KKLEB cytotox,Peg3 promoter,NR2E3 ag-2
N#CCC(=O)Nc1ccc(C(=O)OCC(=O)NC(=O)NCc2ccco2)cc1,11,7,1,-9,-2,-1,-25,-2.3,27,-51,x
COCCN(CC1CCCN(C2Cc3ccccc3C2)C1)C(=O)c1cccs1 (stereo not given),1,6,-14,-60,-8,5,-81,-0.2,-3,-113,-3
O=C(NN1C(=O)C2C3C=CC(C3)[C@H]2C1=O)c1cccnc1 (stereo not given in full),0,-9,6,-16,-15,18,17,0.8,23,13,-2
Cc1nc2nc(CCNS(=O)(=O)c3ccc(Cl)cc3)cn2nc1C,6,-14,-10,-13,1,-9,10,0.4,-6,-18,0
CCc1c(O)nc(SCC(=O)NC(C)(C)C)n(-c2ccccc2)c1=O,-13,1,-7,-4,-5,-10,-4,2.9,10,-7,0
CCc1cccc(C)c1NC(=O)C1CC(=O)N(C2CCCC2)C1 (stereo not given),-2,-3,4,9,-3,-10,2,-0.5,10,13,-5
CC(C)N(C(=O)CSc1nn2c(=O)c(C(C)(C)C)nnc2s1)c1ccccc1,14,-3,-9,-3,1,7,6,-1.6,0,7,-1
CCOc1cc(/C=C/C(=O)OCC(=O)N(CC)C2CCS(=O)(=O)C2)cc(Cl)c1OC (stereo not given),x,-15,-3,-37,-5,10,15,0.8,8,3,x
CC(=O)Nc1ccc(Oc2ccc(S(=O)(=O)N3CCCC3)cn2)cc1,-5,16,-5,-11,-13,-5,3,0.2,7,4,-3
Cc1nnc(SCc2nnc(-c3ccccc3Br)o2)s1,-14,-14,-3,-23,8,-22,-87,0.2,0,-76,5
C=C(C)C(=O)Nc1cccc(C2=NOC3(C2)C[C@H](C(N)=O)N(C(=O)C(c2ccccc2)c2ccccc2)C3)c1 (stereo not given in full),0,1,5,25,-18,7,10,1.6,-10,-14,-44
CC(=O)c1sc(NC(=O)CCS(=O)(=O)c2ccccc2)nc1C,1,7,9,-11,42,4,-19,0.3,10,23,3
Nc1nc(-c2ccc(Br)s2)c(Br)s1,-27,-4,-7,-49,-26,-41,-148,1.9,4,-114,-3
Cc1ccc2c(=O)n3c(nc2c1)C(Cc1ccc(O)cc1)NC(=O)c1cc2ccccc2cc1-3 (stereo not given),x,33,0,-15,-7,24,1,-1.4,-11,62*,x
CCOc1c2ccc(C(=O)NCc3cc(C(F)(F)F)cc(C(F)(F)F)c3)cc2nn1C,-1,-16,-10,12,-8,3,-20,-1.2,11,-28,0
ClC1(Cl)CC1CSc1nc2ccccc2[nH]1 (stereo not given),-70,-1,-42,-66,-6,-40,-196,0.1,-4,-240,2
CCOC(=O)N1CCN(C(=O)COC(=O)CSc2cc(C)c(Br)cc2C)CC1,0,-14,-1,-28,-8,-52,8,0.1,18,2,1
CC(=O)OC[C@@H]1CN(Cc2ccccc2)C[C@H](n2cnc3c(N(C)C(C)C)ncnc32)O1,x,-4,x,-16,8,-15,1,0.4,15,0,x
CN(C)c1nn2c(-c3ccccc3)nnc2o1,x,9,2,4,-57,-3,-10,0.2,14,-1,x
Cc1csc(C2=C(O)CN(CCc3ccccc3)C2=N)n1,18,-17,13,-13,-9,-2,-6,-0.4,6,4,2
Cc1ccc(C(=O)Oc2ccc3c(c2)ncn3C)cc1,-22,22,-3,-13,6,-36,-18,0.1,-3,-31,0
CCCSc1ccc([C@@H]2[C@@H]3C(=O)N(CC)C(=O)[C@@H]3[C@]3(C(=O)OC)CCCCN23)cc1,-3,-3,9,20,-22,8,6,-1.7,10,-7,x
COc1ccc(-n2c(C(C)(C)C)csc2=Nc2c(C)n(C)n(-c3ccccc3)c2=O)cc1,-1,8,-24,-10,-2,-13,3,-1.1,8,-2,-2
Cc1ccc2c(c1)c1nnc(SCC(=O)Nc3cccc(Cl)c3C)nc1n2CC(=O)O,-6,-1,-13,-38,6,-13,9,0.5,1,20,1
CCC(=O)N(Cc1cc2c(C)cc(C)cc2[nH]c1=O)C1CCCCC1,1,4,-3,-13,-10,16,-2,-1.4,7,8,-2
COc1ccc2cc[nH]c2c1,1,-4,-1,-16,-14,15,2,-0.4,8,2,-2

# Taken from above.
# `Cc1csc(C2=C(O)CN(CCc3ccccc3)C2=N)n1` – C8 TRAIL sens: -17
# `COc1ccc2cc[nH]c2c1` – EBV LMP1 NFkB: -1
# `Cc1ccc(C(=O)Oc2ccc3c(c2)ncn3C)cc1` – CF NFkB inh: 6
# `CCC(=O)N(Cc1cc2c(C)cc(C)cc2[nH]c1=O)C1CCCCC1` – KKLEB cytotox: 7

# The results go on.
SMILES,MITF TRPM1 inh,C8 TRAIL sens,EBV LMP1 NFkB,NR2E3 ag-1,CF NFkB inh,Shn3 3UTR inh,HIF-2a block,iPSC survival up,KKLEB cytotox,Peg3 promoter,NR2E3 ag-2
CN1C(=O)/C(=C/C=C2\SCCN2C)N(C)C1=S,-67,1,-31,-16,-4,-72,-216,1.5,9,-256,x
Cn1c(C(=O)N2CCN(Cc3ccccc3)CC2)cc2c(=O)n(C)c3ccccc3c21,13,-14,2,8,-10,12,14,-0.9,0,5,4
Cc1nn(C)c(Oc2ccc(Cl)cc2)c1C=O,-1,-3,-5,6,0,12,21,5.0,2,-1,-3
COc1ccc(NC(=S)N2CCN(C(c3ccccc3)c3ccccc3)CC2)c(OC)c1,i,-2,7,9,9,15,11,1.3,21,11,2
CCNC(=O)COc1cc(C)c(Br)c(C)c1,-6,-20,4,-41,7,-2,3,0.6,-1,-4,-4
CCOc1ccc(N2CC(C(=O)Nc3cccc(S(=O)(=O)N4CCCCC4)c3)CC2=O)cc1 (stereo not given),11,-6,1,-34,-2,10,5,-1.8,0,30,-1
Cc1cc(NCc2ccccc2Cl)n2nnnc2n1,3,-16,5,29,17,4,18,0.9,-10,-3,0
CCCCNC(=O)C1(C)CCCCN1Cc1ccc(-c2ccccc2)cc1 (stereo not given),x,10,x,-25,37,22,1,-0.9,-29,16,x
Cc1ccc(C(=O)N/C(=C\c2ccc(C(C)C)cc2)C(=O)NCCCN2CCOCC2)cc1,9,-22,1,6,-2,-37,11,-1.4,-5,4,1
CC(=O)Nc1ccc(S(=O)(=O)Nc2ccn(Cc3ccccc3Cl)n2)cc1,7,5,1,-7,1,6,5,0.0,-7,5,x
CCCCN(C(=O)Cn1nnc2ccccc21)C(C(=O)NCCOC)c1ccccc1 (stereo not given),-5,0,-1,15,6,-7,14,-4.4,2,4,-2
Cc1cc(Cl)ccc1N=c1ssnc1Cl,5,2,-5,2,9,26,2,3.8,-23,5,-2
CN(Cc1nc(Cc2ccccc2F)no1)Cc1cccc2ncccc12,-1,23,8,34,8,23,11,-0.6,-5,4,4
CCCCCCCNC(=O)C1(CC2CC(c3ccc(Cl)cc3)=NO2)CCN(C(=O)Cc2ccc(F)cc2)CC1 (stereo not given),-4,22,3,3,15,9,14,0.0,-23,19,1
